NTMT1 inhibitor = inhibitors of human N-terminal methyltransferase NTMT1 | Q9BV86 | NTMT1 MTase-Glo SAH luminescence, purified enzyme | Potency, µM (top dose mostly 114 µM), without a hit: top-dose activity change, negative = inhibition, usual class: inhibitors | 59,000 tested, 2.5% active | AID 1645870;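 further: potency means the concentration at half of the fitted maximal effect; plate controls were DMSO vehicle for no effect and no enzyme for full effect; nearly all actives have a fitted effect of over 65% in size; many of its hits are not listed in these tables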
Target sequence (Q9BV86 whole entry, looked up): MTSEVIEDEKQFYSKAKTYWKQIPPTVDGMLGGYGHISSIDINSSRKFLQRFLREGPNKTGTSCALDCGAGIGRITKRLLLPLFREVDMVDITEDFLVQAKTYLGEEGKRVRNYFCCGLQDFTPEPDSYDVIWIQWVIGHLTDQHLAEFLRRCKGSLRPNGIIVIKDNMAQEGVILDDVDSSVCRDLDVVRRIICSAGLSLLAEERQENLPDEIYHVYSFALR
p53null 32C tox = selectivity test: cytotoxicity in p53 null cells, permissive temperature | Potency, µM (titrated, usually from 46.1 µM), inactives show at the top dose activity change, negative = cytotoxicity, hits mostly cytotoxic | H1299-neo p53 null cells, ATP luminescence, 24 h, 32C | 55,000 tested, 0.62% active;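 further: potency means the concentration at half of the fitted maximal effect; 0% = DMSO only and -100% = full killing by 100 µM tamoxifen; nearly all actives have a fitted effect of over 55% in size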
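AC50 values derive from Hill modelling of qHTS concentration-response data (up to 46 uM) in H1299-neo cells. Cells were treated 24 h at 32C following overnight attachment at 37C; viability was read as cellular ATP.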
PTAP-TSG101 blk = inhibitors of HIV-1 PTAP binding to human TSG101, validation | Q99816 | Fluorescence polarization, FITC-PTAP peptide/Tsg101, 20 min | Potency, µM (highest dose often 115 µM), without a hit: at the highest dose activity change, negative = inhibition, usual class: inhibitors | 44,000 tested, under 10 active; further: potency means the concentration at half of the fitted maximal effect; 0% is about no effect
Target sequence (Q99816 whole entry, looked up): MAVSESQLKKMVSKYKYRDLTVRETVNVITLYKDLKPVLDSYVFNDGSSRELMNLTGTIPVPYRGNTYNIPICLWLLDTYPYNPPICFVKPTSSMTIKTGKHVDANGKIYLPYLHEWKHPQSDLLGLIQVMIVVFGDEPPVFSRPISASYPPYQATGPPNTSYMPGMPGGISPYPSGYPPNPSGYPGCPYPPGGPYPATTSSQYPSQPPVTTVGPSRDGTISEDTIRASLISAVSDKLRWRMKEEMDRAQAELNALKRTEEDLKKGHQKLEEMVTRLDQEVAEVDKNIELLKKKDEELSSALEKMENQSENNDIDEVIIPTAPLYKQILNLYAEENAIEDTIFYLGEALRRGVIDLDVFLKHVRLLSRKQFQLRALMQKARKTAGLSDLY
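Compounds pinned into 10 uM Tsg101 binding domain, then 50 nM FITC-PTAP peptide added in pH 7.5 HEPES buffer; FP read after 20 min, room temperature. Total S+P intensity flags fluorescent compounds; active cut-off <25 µM, efficacy <60%.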
FH mod = Identification of activators of human fumarate hydratase by quantitative high-throughput screening; 54,000 tested, 0.22% active; FH coupled MDH/diaphorase resazurin fluorescence, 15 min; Potency, µM (highest dose often 79.9 µM), for inactives: at the top dose activity change, negative = inhibition, hits mostly inhibitors; further: potency means the concentration at half of the fitted maximal effect; on the % scale 0 is the no-effect control and ±100 the full control effect; the screen sought activators but most active calls are inhibition curves; nearly all actives have a fitted effect of over 45% in size
B2AR arrestin ag = agonists recruiting beta-arrestin to human beta2-adrenergic receptor. HTLA Tango cells, beta-arrestin recruitment, luciferase luminescence, 18 h. Potency, µM (series often up to 46.1 µM), inactives show at the top dose activation, hits mostly activators. 44,000 tested, under 10 active. AID 1347077;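 further: potency means the concentration at half of the fitted maximal effect; 0% = DMSO and full agonism = EC100 isoproterenol or metaproterenol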
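Receptor–beta-arrestin recruitment read by tTA-responsive luciferase: compound titrations (up to 46 µM) incubated 18 h with Tango cells, then luminescent substrate 15 min at room temperature. Concentration-response fits classified by r2, efficacy and activity.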
GALK inh = GALK (human) enzyme inhibition | P51570 | recombinant GALK, Kinase-Glo ATP luminescence, 1 h | Potency, µM (series often up to 57.5 µM), for inactives: at the top dose activity, negative = inhibition, actives largely listed as inhibitors | 44,000 tested, under 10 active | AID 1347072;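 further: plate controls were full GALK reaction for no effect and reaction lacking GALK for full effect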
Target sequence (P51570 whole entry, looked up): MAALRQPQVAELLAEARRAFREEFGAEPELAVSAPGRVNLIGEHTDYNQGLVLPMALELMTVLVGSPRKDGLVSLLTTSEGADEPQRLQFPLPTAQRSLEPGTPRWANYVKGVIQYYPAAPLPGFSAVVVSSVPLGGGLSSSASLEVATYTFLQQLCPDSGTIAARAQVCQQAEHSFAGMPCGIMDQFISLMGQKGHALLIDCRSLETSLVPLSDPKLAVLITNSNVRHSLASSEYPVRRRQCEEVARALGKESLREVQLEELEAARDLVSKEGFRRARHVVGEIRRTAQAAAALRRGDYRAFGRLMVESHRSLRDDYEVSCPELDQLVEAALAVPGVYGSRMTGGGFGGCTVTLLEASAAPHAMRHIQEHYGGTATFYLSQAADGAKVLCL
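Compounds were pinned into ATP buffer, then GALK-galactose mix was added (final 5 nM enzyme, 35 uM ATP, 100 uM galactose, pH 8.0). After 1 h at room temperature, Kinase-Glo Plus was added and luminescence read.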
p53null 39C kill = p53 null cell cytotoxicity, nonpermissive temperature. AID 904. H1299 p53-null (neo) cells, 39C, ATPlite viability, 24 h. Potency, µM (top dose mostly 46.1 µM), without a hit: at the highest dose activity, negative = cell killing, usual class: cytotoxic. 55,000 tested, 0.97% active;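 further: potency means the concentration at half of the fitted maximal effect; 0% = DMSO only and -100% = full killing by 100 µM tamoxifen; nearly all actives have a fitted effect of over 50% in size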
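Luminescent ATP signal reported cell survival after H1299 lines (neo, p53 null; or p53 A138V) received up to 46 uM compound and 24 hr incubation at 39C.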
* hit, by the source's call; ? = inconclusive; . = no result given; [ ] = remark or other dose. The call rests on the fitted dose curve; in most records, active means well fitted curve in the direction sought with a large enough effect; inconclusive means small, poorly fitted or top-dose-only effect, or another doubt; inactive means no such curve, though single readings can be large; an effect the other way counts as inactive or inconclusive. The list is partial; rates above refer to the full screens.

The line under a structure holds: NTMT1 inhibitor | p53null 32C tox | PTAP-TSG101 blk | FH mod | B2AR arrestin ag | GALK inh | p53null 39C kill
> CC1CCN(c2nc(-c3ccc(Br)cc3)nc3ccccc23)CC1
  -1% | 1% | -2% | -18% | 4% | -2% | 15%
> COCCCNC(=O)C1CCN(Cc2cc3ccccc3n2Cc2cccc(Cl)c2)CC1
  -23% | 2% | -2% | 0% | -2% | 1% | 1%
> Cc1ccc(C(=O)Nc2c(-c3ccccc3)nc3ccccn23)cc1C
  20% | 0% | -8% | -2% | 1% | 1% | 8%
> COc1ccc(CCNC(=O)CCCCCn2c(SCC(N)=O)nc3cc4c(cc3c2=O)OCO4)cc1OC
  5% | 11% | 1% | -30% | 1% | -1% | -3%
> CCOc1ccc(OCC)c(NC(=O)c2ccc(-c3ccccc3)s2)c1
  3% | -8% | 1% | -22% | -3% | -5% | -10%
> CCOc1ccc(CCNC(=O)c2cc3cc4ccc(OC)cc4nc3s2)cc1OCC
  13% | -2% | 0% | -14% | 0% | 2% | 10%
> Cc1ccc(CCNC(=O)c2ccc(CNS(=O)(=O)c3ccc(F)cc3)cc2)cc1
  -1% | 11% | 0% | -22% | -1% | -1% | 3%
> CCN(CC)c1ccc2cc(-c3nnc(-c4cccc(Cl)c4)o3)c(=O)oc2c1
  7% | 4% | 7% | 0% | 0% | -2% | -2%
> CC1CCN(C(=O)Cn2cc(SCC(=O)NCc3ccc(F)cc3)c3ccccc32)CC1
  7% | -4% | -8% | -14% | 1% | 0% | -6%
> Cc1cc(C)n(C(C)CC(=O)NCc2ccc(Cl)cc2)n1 (configuration not stated)
  -2% | -1% | 1% | 7% | -1% | 2% | 7%
> Cc1ccc(CNC(=O)c2ccc(Cn3c(SCc4ccccc4F)nc4cccnc43)cc2)cc1
  ? | -27% | 11% | -22% | 1% | -2% | -20%
> COC(=O)c1cc2sccc2n1Cc1nc(-c2ccc(C)cc2)oc1C
  ? | -25% | -1% | -15% | 1% | -1% | -19%
> COCCNC(=O)CCCn1c(=O)c2cc(OC)c(OC)cc2n(CC(=O)Nc2ccc(F)cc2)c1=O
  3% | 4% | -1% | -6% | 0% | 5% | 1%
> CC(C)CCn1c(Oc2ccccc2F)nc2c1c(=O)n(C)c(=O)n2C
  ? | -2% | -6% | -8% | 1% | 1% | 3%
> O=C(NCc1ccc(Cl)cc1)C(=O)NCC(c1cccs1)S(=O)(=O)c1cccs1 (configuration not stated)
  1% | 21% | -1% | -16% | -2% | 1% | 12%
> CCOc1ccc(C(=O)Nc2ccc(OCc3cc(=O)n4cccc(C)c4n3)cc2)cc1
  ? | -1% | -3% | 2% | -1% | -1% | 3%
> COc1ccccc1CNc1ccc(-c2nc(C(C)C)no2)cc1[N+](=O)[O-]
  12% | -20% | 0% | -7% | -2% | 1% | -26%
> O=C(Nc1ccccc1)N(Cc1cccs1)c1ccc(Cl)cc1
  -3% | -4% | -1% | -11% | -5% | ? | -5%
> Cc1ccc2ncc3c(-c4ccc(F)cc4)nn(CC(=O)Nc4ccccc4C)c3c2c1
  11% | 2% | -6% | -4% | 0% | 0% | -8%
> COc1ccc(C(C)NC(=O)CN(c2cc(OC)ccc2OC)S(=O)(=O)c2ccccc2)cc1 (configuration not stated)
  -2% | 29% | -6% | -9% | 0% | 6% | -9%
> Cc1ccc(NC(=O)CN2C(=O)COc3ccc(S(=O)(=O)NC4CCCC4)cc32)cc1N(C)C
  8% | -1% | -4% | -7% | 0% | 2% | -1%
> Cc1ccc(OCC(=O)Nc2cccc(OCc3cc(=O)n4ccccc4n3)c2)cc1C
  -15% | -16% | -4% | -1% | -1% | 3% | 5%
> COc1ccccc1N1CCN(c2ncnc3c2cnn3-c2cccc(Cl)c2)CC1
  -2% | -11% | -8% | -5% | 1% | -2% | 10%
> Cc1cc(-n2c(C)nc3ccccc3c2=O)ccc1NC(=O)c1ccc([N+](=O)[O-])cc1
  -4% | 1% | -5% | -1% | -2% | 2% | 29%
> COc1ccc(CNC(=O)c2cc(C3CC3)nc3c2c(C)nn3-c2cccc(Cl)c2C)cc1
  19% | 0% | -2% | -5% | 2% | -1% | -2%
> CCN(CC)C(=O)CSc1nc2cc3c(cc2c(=O)n1CCCCCC(=O)NCc1ccc(OC)cc1)OCO3
  -4% | -6% | 4% | ? | 0% | 1% | 1%
> CCc1ccc(NC(=O)CSc2nc3c(sc4ccccc43)c(=O)n2CCCOC)cc1
  -6% | 3% | 4% | 4% | -2% | -1% | 20%
> COc1cccc(CNC(=O)Cn2c(=O)c3cccn3c3ccc(F)cc32)c1OC
  -9% | -5% | 4% | -12% | 1% | 1% | 11%
> CCOc1ccc(CC(=O)NCCc2sc3nc(-c4ccc(F)cc4)nn3c2C)cc1
  -14% | -3% | -2% | -1% | 0% | -2% | 13%
> CC(C)(C)c1ccc(C(=O)Nc2ccc(-c3nc4cc(Cl)ccc4o3)cc2)cc1
  -2% | -7% | 2% | -12% | 1% | -15% | -4%
> CCn1c(=O)n(CC)c2cc(N3CCCCC3)c(NC(=O)Nc3ccccc3C(F)(F)F)cc21
  -15% | 16% | -6% | ? | 2% | -2% | 24%
> Cc1ccc(Cl)cc1N1CCN(CCCNc2ncnc3onc(-c4ccc(Cl)cc4)c23)CC1
  5% | 0% | 2% | -10% | 0% | -10% | -2%
> O=C(CSc1nccn1-c1ccc(F)cc1)Nc1nc2ccccc2s1
  ? | -10% | 0% | -7% | 1% | 3% | 0%
> c1ccc(CNc2nc3c(-c4ccccc4)nnn3c3ccccc23)cc1
  6% | ? | 2% | -8% | 1% | 0% | -15%
> CCOc1ccc(CNC(=O)c2ccc3nc(CC)c(CC)nc3c2)cc1OC
  -4% | 4% | 1% | -8% | -2% | 1% | 7%
> CCOc1ccc(C(=O)Nc2ccc(NC(=O)c3ccccc3)cc2)cc1Br
  -9% | 3% | 1% | -14% | 0% | 3% | -15%
> Cc1ccc(Cl)cc1Nc1nn2c(=O)c3ccc(C(=O)NC4CCC(C)CC4)cc3nc2s1 (configuration not stated)
  8% | -2% | 1% | 0% | 1% | -4% | 7%
> CCOC(=O)c1c(-c2ccc(OC)c(OC)c2)csc1NC(=O)c1ccccc1F
  9% | -3% | 4% | -6% | 1% | 3% | -9%
> COc1cc2nc(NC(=O)c3ccc(S(=O)(=O)N4CCc5ccccc54)cc3)sc2cc1OC
  2% | 14% | 2% | -7% | 0% | ? | 7%
> CCOCCc1nn2c(=O)cc(COC(=O)c3ccccc3Br)nc2s1
  -4% | -15% | -10% | 1% | 0% | -1% | -8%
> COc1ccc(C2CC(=O)N3CN(C4CCCCC4)CSC3=C2C#N)cc1 (configuration not stated)
  13µM* | 5% | 4% | -34% | 1% | 6% | 2%
> CCC(=O)N1CCc2cc(Br)cc(S(=O)(=O)N3CCN(c4ccc(C)cc4)C(C)C3)c21 (configuration not stated)
  -2% | -3% | -1% | -27% | 1% | 7% | 15%
> CCc1ccc(Nc2cc(C)nc3nc(Cc4ccc(Cl)cc4)nn23)cc1
  5% | 56%[activator] | 0% | -3% | -2% | -2% | ?
> CCCCOC(=O)c1ccc(-n2nnc3c(sc4nc(C)cc(C)c43)c2=O)cc1
  0% | -7% | 1% | -14% | -1% | 3% | -3%
> CCOCCCNC(=O)C(=O)Nc1c2c(nn1-c1ccccc1)CSC2
  14% | -2% | -2% | 6% | -3% | -8% | -16%
> CCOC(=O)c1c(C)oc2nc(C)nc(NCCc3ccc(OC)c(OC)c3)c12
  -28% | 3% | -3% | -7% | 0% | 2% | -23%
> COC(=O)c1c(N)n(-c2ccc(OC)c(Cl)c2)c2nc3ccccc3nc12
  6% | 7% | -3% | 5% | -2% | 0% | 12%
> CCCOc1ccc(C2c3c(oc4ccccc4c3=O)C(=O)N2c2ccc(C)cn2)cc1OCC (configuration not stated)
  12% | 3% | 0% | -8% | 0% | 6% | ?
> CCOC(=O)N1CCc2c(sc3c2c(=O)n(-c2ccc(CC)cc2)c(=O)n3Cc2ccc(F)cc2Cl)C1
  6% | 0% | 1% | -23% | -2% | 7% | 7%
> CC1=C(c2ccc(Cl)cc2)S(=O)(=O)N=C1N1CCN(c2cc(C)ccc2C)CC1
  -2% | 11% | 2% | -11% | 7% | 4% | -12%
> Cc1cccc(N(C)C(CNS(=O)(=O)c2ccccc2)c2ccccc2)c1 (configuration not stated)
  -2% | 29% | -3% | -23% | -3% | -4% | ?
> CCOc1ccc(CNC(=O)c2cccn2-c2nnc(N3CCCCC3)s2)cc1OC
  1% | -7% | 0% | -12% | 0% | -2% | -15%
> CC(C)Oc1ccc(CNC(=O)Cc2ccc(NC(=O)N3CCSc4ncccc43)cc2)cc1
  1% | -9% | 0% | -5% | 1% | -2% | -3%
> CCOc1ccc(CNC(=O)CCCn2c(=O)c3cccn3c3ccc(F)cc32)cc1
  -2% | -3% | 0% | 4% | 0% | -14% | -12%
> COc1ccc(-c2c3c(=O)n(C)c(=O)n(C)c3c3n2-c2ccccc2NC3c2ccccc2OC)cc1 (configuration not stated)
  . | -7% | 0% | . | -2% | -2% | 4%
> CCOC(=O)c1ccc(N2C(=O)c3n[nH]c(-c4cccs4)c3C2c2ccc(C)cc2)cc1 (configuration not stated)
  3% | -1% | -1% | 0% | -2% | 7% | -2%
> COc1ccc(-c2nc3ccccc3o2)cc1NC(=O)COc1ccc(C(C)(C)C)cc1
  -1% | -15% | 7% | -15% | 1% | 1% | -8%
> CCCCNC(=O)CCc1c(C)nc2cc(-c3ccccc3)nn2c1C
  -7% | -3% | -1% | -2% | 1% | -1% | -1%
> Cc1ccc(N2C(=O)CSC23C(=O)N(Cc2ccccc2F)c2ccccc23)cc1F (configuration not stated)
  -1% | 36%[activator] | -12% | -21% | 1% | 3% | 85%[activator]
> COc1cccc(-c2nnc(SCC(=O)N(C)c3ccccc3)o2)c1
  -23% | -10% | 1% | -8% | -4% | 0% | 11%

(cont.)
The line under a structure holds: NTMT1 inhibitor | p53null 32C tox | PTAP-TSG101 blk | FH mod | B2AR arrestin ag | GALK inh | p53null 39C kill
> O=C(COc1ccccc1)NCC(c1ccc(Cl)cc1)N1CCOCC1 (configuration not stated)
  0% | -4% | 2% | -9% | -4% | 1% | -9%
> CCOC(=O)c1c(-c2ccccc2)oc2ccc(NS(=O)(=O)c3ccc(OC)cc3)cc12
  5% | 48%[activator] | 0% | ? | -1% | 1% | 51%[activator]
> COC(=O)c1ccccc1NC(=O)c1nc(-c2ccc(C)cc2)n2c1CCCCC2
  12% | -1% | 4% | -16% | -1% | -11% | 96%[activator]
> CCCCN1CC(c2nc3ccccc3n2CCCCOc2ccccc2C)CC1=O (configuration not stated)
  -4% | -14% | -2% | ? | -3% | 2% | 37%[activator]

Two compounds from above, limited to p53null 32C tox:
SMILES	p53null 32C tox
CC1CCN(c2nc(-c3ccc(Br)cc3)nc3ccccc23)CC1	1%
CCCCOC(=O)c1ccc(-n2nnc3c(sc4nc(C)cc(C)c43)c2=O)cc1	-7%

Assay outcomes deposited in PubChem BioAssay by National Center for Advancing Translational Sciences (NCATS).
